# Compound activity from PubChem BioAssay.
# RAD54 branch: inhibitors of human RAD54 branch migration, primary screen, biochemical, fluorescence, single point | inhibition, % at 10.4 µM | 360,000 tested, 0.14% active | RAD54 Holliday junction branch migration, FAM/BHQ fluorescence | DNA repair and recombination protein RAD54-like (Homo sapiens), Q92698;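 active = mean normalized replicate activity at least 40 and at least half of replicates scoring 40 or more; inconclusive = only one of the two criteria met; inactive = mean below 40 and under half of replicates reaching 40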;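 also: 0% = median of neutral control wells and 100% = median of positive control wells; inhibitors cause a drop in the FAM fluorescence signal; in these data hits start at about 50%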
# DENV2 CPE: inhibitors of DENV2 cytopathic effect, primary screen, cell-based, plate reader, single concentration. DENV2-infected cells, cytopathic effect rescue. CPE inhibition, % at 9.99 µM. 350,000 tested, 1.7% active; in the data active = CPE inhibition above about 20%, passing the limit was not always enough; inconclusive = no clear call, values can overlap the other calls; tested in BHK-21 cells;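 also: 0% = median of neutral control wells and 100% = median of positive control wells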
# Casp6 inh: human caspase-6 inhibitors, primary screen, biochemical, VEID-R110 fluorescence, single point, set 2; 350,000 tested, 0.53% active; P55212; inhibition, % at 12.5 µM; purified caspase-6, Z-VEID-R110 cleavage fluorescence;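 active = mean inhibition across replicates at least about 35%, with every replicate also reaching that limit, limit read from the data; inconclusive = only one of the two criteria met; inactive = neither criterion met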;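 also: 0% = median of neutral control wells and 100% = no fluorescence left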
# Target sequence (P55212 24-179 limits assumed): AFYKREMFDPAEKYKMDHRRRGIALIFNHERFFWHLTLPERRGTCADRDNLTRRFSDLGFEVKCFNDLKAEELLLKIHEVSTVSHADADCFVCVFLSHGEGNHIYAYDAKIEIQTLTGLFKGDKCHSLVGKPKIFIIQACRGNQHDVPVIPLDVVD
# Target sequence (P55212 194-293 limits assumed): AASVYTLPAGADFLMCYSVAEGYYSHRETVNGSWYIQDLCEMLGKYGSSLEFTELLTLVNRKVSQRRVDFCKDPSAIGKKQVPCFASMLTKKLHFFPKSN
# RAD52 inh: RAD52 DNA annealing inhibitors, primary screen, biochemical, FRET, single point, set 2 | DNA repair protein RAD52 homolog (Homo sapiens), P43351 | recombinant RAD52 DNA annealing, FRET fluorescence | inhibition, % at 18.7 µM | 360,000 tested, 0.46% active | AID 651710, 2012;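 active = every replicate showing at least 50% inhibition; inconclusive = mean inhibition at least 50% but not in every replicate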
# E-selectin induc: E-selectin induction in HUVECs, primary screen, imaging, HUVEC, immunofluorescence imaging, single point | normalized: neutral wells 0, TNF-alpha wells 100 | AID 686992, 2013 | activation, % at 7.58 µM | 260,000 tested, 0.37% active;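 active = mean E-selectin-positive cell signal at least 10% of the positive control, reached in at least 60% of replicates, without over 20% cell loss; inconclusive = no rule given, readout overlaps actives, possibly toxicity-flagged; inactive = the rest, including those meeting only one limit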;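 also: in these data hits start at about 27%; measured in HUVEC primary endothelial cells; signal is the percent of cells scored E-selectin positive by PE staining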
# Target sequence (P16581 whole entry, looked up): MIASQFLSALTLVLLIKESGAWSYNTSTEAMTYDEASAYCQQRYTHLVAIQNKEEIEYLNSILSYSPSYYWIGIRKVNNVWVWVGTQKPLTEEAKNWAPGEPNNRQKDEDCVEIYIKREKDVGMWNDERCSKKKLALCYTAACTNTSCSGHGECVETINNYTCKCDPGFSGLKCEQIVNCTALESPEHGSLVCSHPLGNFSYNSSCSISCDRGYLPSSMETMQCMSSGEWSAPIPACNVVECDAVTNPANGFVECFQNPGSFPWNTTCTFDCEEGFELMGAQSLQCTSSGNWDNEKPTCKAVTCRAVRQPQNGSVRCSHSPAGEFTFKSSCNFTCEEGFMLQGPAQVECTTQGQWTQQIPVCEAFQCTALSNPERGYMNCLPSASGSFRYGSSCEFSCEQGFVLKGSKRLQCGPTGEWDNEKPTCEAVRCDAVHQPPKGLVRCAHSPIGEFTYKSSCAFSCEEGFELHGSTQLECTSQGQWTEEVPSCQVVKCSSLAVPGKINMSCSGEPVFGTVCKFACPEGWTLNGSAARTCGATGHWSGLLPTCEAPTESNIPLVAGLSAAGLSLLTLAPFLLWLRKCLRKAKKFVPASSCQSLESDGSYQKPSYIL
#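 Read-out: % PE-positive cells | Test system: HUVEC | Doses: One compound dose added by pin transfer | Buffer or medium: EGM-2 over gelatin coat | Signal: Immunofluorescence imaging | Benchmarks: TNF-alpha, DMSO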
# GSIS activator: GLuc luminescence reporter in INS-1E cells, primary screen for activators of glucose-dependent secretion of insulin; INS-1E GLuc reporter insulin secretion, 2-3 h; activation, % at 16.6 µM; 370,000 tested, 0.61% active; AID 743287, 2014;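 active = lowest replicate activation of at least 40%, so every replicate reaches that level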;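 also: 0% = median of neutral control wells and 100% = median of IBMX positive control wells; some compounds called inactive have numbers as strong as hits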
# XiGFP reactiv: activators of inactive X chromosome reactivation, primary screen, imaging, XiGFP fibroblasts, GFP high-content imaging, set 2 | XiGFP mouse fibroblasts, % GFP-positive cells imaging, 3 d; cells co-treated with 5-aza-dC sensitizer; scaled so ellipticine positive control = 100% | activation, % at 7.58 µM | 360,000 tested, 0.055% active;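 active = mean normalized replicate activation at least 10% and every replicate at or above 10%; inconclusive = only one of the two criteria met; inactive = mean below 10% and not all replicates reach 10%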;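 also: 0% = median of on-plate neutral control wells and 100% = ellipticine 6 µM median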
#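 Assay system: SV40-immortalized XiGFP fibroblast cells, line 68-5-11; buffer or medium: DMEM plus 5-aza-dC sensitizer; compound: one concentration, pinned; timing: compounds 3 days, fix/stain 15 min at room temperature; benchmarks: positive control ellipticine, 6 µM final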
# F508del corr: F508del CFTR correction, initial screen, CFBE line, single point. CFBE cells, YFP halide quenching; stimulated with forskolin plus potentiator P3; % fluorescence drop versus neutral controls. activity (quench increase), % at 7.58 µM. 350,000 tested, 0.36% active;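 active = mean added fluorescence quench of at least 8% versus neutral control, with both replicates also reaching 8%; inconclusive = only one of the mean or replicate conditions met; inactive = mean below 8% and not both replicates reaching 8%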;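 also: cells transiently co-express mutant CFTR-F508del with the halide-sensitive YFP; corrector assay measuring rescue of mutant channel to the surface after 24 h compound exposure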
# Numbers without * were called inactive; ? = inconclusive; · = not tested or not shown; & = joins results of further samples.
SMILES,RAD54 branch,DENV2 CPE,Casp6 inh,RAD52 inh,E-selectin induc,GSIS activator,XiGFP reactiv,F508del corr
COc1ccccc1C(=O)NNC(=O)CCCN1C(=O)/C(=C/c2cccs2)SC1=S,-4,·,·,·,-0.3,-10,-0.1,·
C[C@H]1CN([C@@H](C)CO)C(=O)c2cc(NC(=O)Cc3cn(C)c4ccccc34)ccc2O[C@H]1CN(C)C(=O)Nc1ccc2c(c1)OCO2,-6,28*,-1,-2,·,7,0.4,-1.4
COc1ccc(CCC(=O)NC(C)C)cc1,4,0,-3,-6,-2.5,12,0.1,·
COc1ccc(NC(=O)Cn2c3ccccc3c3nc4n(c(=O)c32)CCS4)cc1OC,-1,4,2,-16,·,3,0.0,0.6
Cc1ccc(C)c(NC(=O)CN(C)C(=O)CN2C(=O)C3CCCCC3C2=O)c1 (centres undefined),0,1,4,-9,3.9,23,0.1,-1.5
NC(=O)c1sc2nnc(-c3ccccc3)c(-c3ccccc3)c2c1N,-4,-4,3,-105,0.0,1,-0.1,1.9
NC(=O)C1CCN(c2nc(-c3ccc(Br)cc3)cs2)CC1,·,1,0,-10,·,-1,0.0,·
O=C(C[C@@H]1C[C@H]2c3cc(NC(=O)CC4CC4)ccc3O[C@H]2[C@H](CO)O1)NCc1ccccn1,-7,-6,4,1,0.0,3,0.0,0.0
O=C(O)c1cc(N2C(=O)C3C4C=CC(C4)C3C2=O)ccc1N1CCOCC1 (centres undefined),·,7,-4,-6,·,4,0.3,-2.2
CO[C@H]1CN(C)C(=O)c2ccc(NC(=O)Nc3ccc(F)cc3)cc2OC[C@@H](C)NC[C@H]1C,6,8,-2,-5,-0.3,17,0.3,·
O=C(NCCc1ccccc1)c1ccccc1NC(=O)C1CCCCC1C(=O)O (centres undefined),·,44*,·,-10,7.4,3,0.0,-0.8
Cc1nc2ccccn2c1C(=O)N/N=C/c1ccccc1,3,3,0,14,1.0,-3,0.0,-3.9
O=C(CCN1CCN(C/C=C/c2ccccc2)CC1)Nc1ccccc1Cl,-4,7,-4,-5,·,·,-0.2,·
O=C(O)COCC(=O)Nc1ccc2c(c1)oc1ccccc12,4,-2,-2,-15,-0.2,-3,0.0,4.9
O=C(COC(=O)c1ccc(S(=O)(=O)NCc2ccco2)cc1)NCc1ccccc1,-5,-2,3,-11,5.5,-8,-0.2,2.5
CCCC(=O)NCCc1cc2c(C)ccc(C)c2[nH]c1=O,-4,-8,2,-4,-0.1,13,-0.1,3.1
COc1ccc(CCNCC(=O)N2C(C)CCCC2C)cc1OC (centres undefined),·,3,-1,-20,·,3,0.0,-0.2
CC(=O)Nc1ccc(Nc2cc(C)c3ccccc3n2)cc1,-6,0,1,8,·,-26,0.0,3.3
COCCn1cnc2c1c(=O)n(CC(=O)NC(=O)NC(C)(C)C)c(=O)n2Cc1ccccc1,-12,1,0,-14,-0.1,0,0.2,-1.9
CCS(=O)(=O)N1Cc2ccccc2CC1C(=O)N(C)CC(=O)Nc1cccc(F)c1 (centres undefined),·,1,-113,-12,0.2,-24,-0.1,-0.9
COC(=O)C(C)Sc1ccc2nnc(-c3cccc(F)c3)n2n1 (centres undefined),1,6,0,-7,0.4,·,0.0,0.9
CS(=O)(=O)Nc1ccc2c(c1)[C@H]1C[C@H](CC(=O)NCc3cccnc3)O[C@H](CO)[C@H]1O2,-1,-3,0,6,0.1,7,0.1,-1.2
O=[N+]([O-])c1cccnc1Oc1ccc(OCc2ccccc2)cc1,0,3,-1,-5,-0.1,29,0.0,-3.1
O=C1CCN(CC2CCCCC2)C=C1C(=O)c1ccccc1,-6,-11,4,-12,·,·,0.0,-3.2
O=C(Nc1ccc(F)cc1)c1ccc(=O)[nH]n1,-10,14,0,-10,1.1,-1,0.1,1.8
C[C@@H]1CCCCO[C@@H](CN(C)Cc2ccc(Cl)c(Cl)c2)[C@H](C)CN([C@@H](C)CO)C(=O)c2cc(NC(=O)Nc3ccc(F)cc3)ccc2O1,-3,·,0,3,0.0,-23,-1.1,-5.2
C[C@H]1CN([C@@H](C)CO)C(=O)CCCn2cc(nn2)CO[C@@H]1CN(C)C(=O)C1CCCCC1,-11&4&1,5&-8&1,5&-1,-1&2&4,0.2&0.0,69&18,-0.1&0.2,-2.5&-1.6&-2.9
C[C@H](NC(=O)[C@@H]1N[C@@H]2c3ccc(C4=CCCCC4)c(=O)n3C[C@@H]2[C@H]1CO)c1ccccc1,-4,?,3,-20,0.0,-4,0.4,1.7
CC(C)[C@H](C)NC(=O)N(C)C[C@H]1OCc2ccccc2-c2c(n(C)c3ccccc23)C(=O)N([C@H](C)CO)C[C@H]1C,-6,-2,-3,-1,-0.1,25,-0.2,0.7
CCOc1ccc(N=C(/C(C(=O)C(=O)N2CCOCC2)=C(\O)c2ccccc2)c2ccccc2)cc1,4,·,3,-28,0.0,1,0.0,·
C/C(CC(=O)Nc1cccc(C(F)(F)F)c1)=N\NC(=O)c1ccncc1,4,-3,-4,-14,0.0,-7,0.1,0.5
CC(=O)Nc1ccc(NC(=O)CSc2nc(=O)n3cccc(C)c3n2)cc1,·,7,-1,-3,-0.1,23,0.0,-0.8
CC(NC(=O)c1ccccc1Cl)NC(=O)c1ccccc1Cl,-12,2,0,-12,0.5,·,0.3,1.0
OCCCc1nc2ccccc2n1CCc1ccccc1,-22,-1,1,-7,·,30,·,0.8
C[C@H](NC(=O)C[C@H]1C[C@H]2c3cc(NS(C)(=O)=O)ccc3O[C@H]2[C@@H](CO)O1)c1ccccc1,4,10,-1,6,-0.3,28,-0.1,0.5
Cc1cc(C(=O)O)cc(S(=O)(=O)Nc2ccccc2C(=O)NC(C)c2ccccc2)c1C (centres undefined),6,-10,1,-16,-1.2,-5,0.1,4.1
Cc1ccc(N2CC(=O)N(CC(=O)O)C2=O)cc1,5,5,0,-21,·,0,0.1,-1.1
CCOc1ccc2ccccc2c1CNCCCN1CCOCC1,12,?,-9,14,-0.1,30,-0.1,-0.6
CCOC(=O)Cn1c(=N)n(CCOc2ccc(Br)cc2)c2ccccc21,1,3,-3,9,0.0,-1,-0.1,1.2
CCCCOC(=O)C(C)Oc1ccc(=O)n(-c2ccccc2)n1 (centres undefined),-1,2,0,-2,0.3,7,-0.1,-1.3
CC(=O)c1cccc(NC(=O)CCc2nnc3ccc(NCc4ccc5c(c4)OCO5)nn23)c1,·,0,3,-16,·,15,0.0,-2.7
CC1CN(Cc2ccccc2)c2nc3c(c(=O)n(CC(=O)O)c(=O)n3C)n2C1 (centres undefined),2,0,-4,-16,0.0,9,0.4,-1.8
O=C(CCC(=O)c1ccccc1)NCc1ccccc1,11,-3,-1,-12,·,7,0.0,-0.4
Cc1cccc(-c2nn(-c3ccccc3)cc2C(=O)NCC(c2cccs2)N2CCOCC2)c1 (centres undefined),-4,?,-3,-8,·,-15,0.0,-0.5
CN1C(=O)c2cc(NC(=O)Cc3cccs3)ccc2OC[C@H]2O[C@@H](CC(=O)NCCc3ccncc3)CC[C@H]21,5,2,-1,14,0.0,-4,0.1,·
O=C(C[n+]1cn(C(F)F)c2ccccc21)c1ccc(Br)cc1,·,10,1,-26,3.2,12,0.0,1.5
COC(=O)NCC(c1ccc2c(c1)OCO2)N1CCN(c2ccc(OC)cc2)CC1 (centres undefined),-4,0,-3,2,·,-7,0.0,0.2
COc1ccc(NC(=O)CCCCCN2C(=O)[C@@H]3Cc4ccccc4CN3C2=O)cc1Cl,-3,-1,2,-11,17,-29,0.0,0.7
O=C(C1CCOCC1)N1CC[C@@H]2[C@H]1c1cc(-c3cccc(F)c3)ccc1N[C@@H]2CO,-12,88*,-2,-43,0.1,-2,0.1,4.7
Cc1ccc(S(=O)(=O)N(CC(=O)NCc2cccnc2)c2ccc(F)cc2)cc1,0,-2,-4,-10,0.2,-13,0.1,-0.7
# Other structures follow.
SMILES,RAD54 branch,DENV2 CPE,Casp6 inh,RAD52 inh,E-selectin induc,GSIS activator,XiGFP reactiv,F508del corr
COCCNC(=O)c1ccccc1NC(=O)CCSc1ccccc1,4,4,2,9,0.1,4,0.0,-0.8
CN(C)C(=O)CSc1ccccc1C(=O)OCC(=O)NC1CC1,·,-2,-2,0,·,-8,0.1,3.0
CN(C)C(=O)C[C@@H]1C=C[C@@H](NC(=O)NC2CCCC2)[C@@H](CO)O1,0,?,1,3,0.1,-2,0.4,0.0
O=C(c1ccc2ccccc2c1)C1CCCN(S(=O)(=O)c2cccnc2)C1 (centres undefined),·,-7,7,-21,·,6,0.0,-2.6
O=C(NCc1nc2ccccc2[nH]1)C1=C[C@H](c2ccc(C(F)(F)F)cc2)C[C@H](OCCCCO)O1,-8,21*,-1,-74,0.5,-22,0.1,-2.5
CCOC(=O)c1c(C)n(-c2ccc(C)cc2)c2ccc(OCC(O)CNCCCO)cc12 (centres undefined),·,5,-12,83*,·,24,0.0,-6.4
Cc1ccc(S(=O)(=O)Nc2ccc3c(c2)C(=O)N([C@@H](C)CO)C[C@@H](C)[C@@H](CN(C)C(=O)c2ccncc2)OCCCC[C@H](C)O3)cc1,9,-6,·,·,·,-2,0.1,4.8
O=C(C[C@@H]1CC[C@@H]2[C@H](COC[C@H](O)CN2C(=O)c2cccnc2)O1)NC1Cc2ccccc2C1,6,-4,5,-2,0.0,11,0.8,0.4
Cc1cc(C)cc(NC(=O)N2CCN(C/C=C/c3ccccc3)CC2)c1,·,·,2,-15,0.3,-23,0.3,-2.7
FC(F)(F)c1cccc(-n2cc(-c3ccccc3)[nH]c2=S)c1,4,-7,3,-18,-0.1,-4,0.1,4.0
CCCc1nc(N2CCN(S(=O)(=O)c3ccc(Cl)cc3)CC2)c2c(C)c(C)sc2n1,4,0,1,-6,1.0,9,-0.2,-1.3
CCCC#Cc1ccc([C@H]2[C@@H](CO)N3CCCCN(C(=O)c4ccc5c(c4)OCO5)C[C@H]23)cc1,7,-7,2,18,0.1,-7,1.1,-2.8
C[C@H]1CN([C@@H](C)CO)C(=O)CCCn2cc(nn2)CO[C@H]1CN(C)C(=O)c1ccccc1,·,·,·,·,0.0,15,0.0,1.6
Cc1ccc(CCC(=O)Nc2ccc(N(C)C)cc2)o1,-7,0,-2,-8,·,-3,0.0,-0.4
Cn1ncc(Cl)c(Oc2ccc(C(C)(C)C)cc2)c1=O,·,-2,0,4,·,-11,0.5,·
CCCC(=O)Nc1ccc2c(c1)OC[C@H](C)N(CCC)C[C@@H](C)[C@H](OC)CN(C)C2=O,3,-10,-2,-4,-0.1,8,0.4,2.3
O=C(CCCN1C(=O)/C(=C/c2ccccc2)SC1=S)Nc1ccccc1O,·,-4,0,-28,7.1,7,0.0,-0.9
